Rev-erbA mod – modulators of human Rev-erb alpha DNA binding | P20393 | Rev-erbα–FITC-DNA binding, fluorescence polarization, 90 min | activity, % at 10 µM | hit rate 0.79% among 370,000 | AID 1259318;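 active means activity above about 14%, limit read from the data; passing the limit was not always enough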;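 further: 0% = DMSO wells with 35 nM protein and 100% = DMSO wells with 750 nM protein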
Target sequence (P20393 whole entry, looked up): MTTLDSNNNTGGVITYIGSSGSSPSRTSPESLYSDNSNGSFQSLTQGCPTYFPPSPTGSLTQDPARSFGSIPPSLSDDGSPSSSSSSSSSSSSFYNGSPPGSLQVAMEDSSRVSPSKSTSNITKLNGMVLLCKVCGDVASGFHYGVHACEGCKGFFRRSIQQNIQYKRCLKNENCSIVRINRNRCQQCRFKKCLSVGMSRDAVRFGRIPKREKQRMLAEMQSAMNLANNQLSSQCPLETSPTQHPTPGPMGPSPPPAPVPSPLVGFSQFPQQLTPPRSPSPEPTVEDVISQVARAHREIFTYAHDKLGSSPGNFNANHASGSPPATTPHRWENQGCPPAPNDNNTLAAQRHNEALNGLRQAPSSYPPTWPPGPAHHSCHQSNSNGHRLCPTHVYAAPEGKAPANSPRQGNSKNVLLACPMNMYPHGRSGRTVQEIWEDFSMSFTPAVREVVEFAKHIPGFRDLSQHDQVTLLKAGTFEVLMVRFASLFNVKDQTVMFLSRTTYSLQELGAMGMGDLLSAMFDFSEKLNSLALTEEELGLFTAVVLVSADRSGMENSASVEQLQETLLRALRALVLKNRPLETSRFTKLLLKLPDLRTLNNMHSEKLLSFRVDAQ
HTRA1 inh – HTRA1 (human) protease inhibition. Q92743. recombinant HTRA1, FP-rhodamine activity-based probe, fluorescence polarization. inhibition, % at 5.96 µM. hit rate 0.5% among 340,000. AID 504803; in the data active means inhibition above about 36%;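 further: 0% = enzyme with DMSO and 100% = wells lacking enzyme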
mABHD4 FP – inhibitors of mouse ABHD4. Q8VD66. purified mABHD4, FP-Rh probe fluorescence polarization. inhibition, % at 8.92 µM. hit rate 0.54% among 370,000. AID 720543;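 active means inhibition exceeding the mean over every tested compound plus 3 SD, cut at about 30% in these data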;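 further: 0% = plate median of compound wells and 100% = S159A mutant with DMSO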
Target sequence (Q8VD66 whole entry, looked up): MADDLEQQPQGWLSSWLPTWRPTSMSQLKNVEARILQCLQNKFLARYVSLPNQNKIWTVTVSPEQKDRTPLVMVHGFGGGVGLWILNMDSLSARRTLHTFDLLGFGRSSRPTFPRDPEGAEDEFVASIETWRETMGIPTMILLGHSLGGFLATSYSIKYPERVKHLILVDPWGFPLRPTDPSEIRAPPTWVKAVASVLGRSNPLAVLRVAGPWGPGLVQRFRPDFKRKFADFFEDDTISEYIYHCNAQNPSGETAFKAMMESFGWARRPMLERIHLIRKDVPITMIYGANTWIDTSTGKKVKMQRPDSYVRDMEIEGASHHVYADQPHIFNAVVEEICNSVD
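Assay system: wild-type mouse ABHD4 protein; compound: single nominal dose of 8.92 µM, 0.89% DMSO final; schedule: 45 min + 60 min at 25 °C; measured by: FP readout, ex 525 nm / em 598 nm; evaluation: % inhibition of FP-Rh probe binding versus controls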
ASAP1 inh – inhibitors of human ASAP1 ArfGAP activity; ASAP1-stimulated ARF1 GTP hydrolysis, GDP FP detection; inhibition, % at 16.5 µM; hit rate 0.19% among 360,000; Q9ULH1; in the data active means inhibition above about 25%;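 further: 0% = vehicle with enzyme and substrate and 100% = no enzyme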
GC-A act – GC-A (human) enzyme activation | activation, % at 10 µM | P16066 | HEK293 GC-A cells, cGMP TR-FRET, EC30 ANP; 0% at EC30 ANP, 100% saturating ANP | AID 1671463 | hit rate 0.14% among 370,000; in the data active means activation above about 40%
rCAG binder – r(CAG) repeat RNA binding | TO-PRO-1 dye displacement fluorescence | inhibition, % at 3 µM | hit rate 1.3% among 370,000;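 active means inhibition above the plate cutoff, the mean of all test compounds on that plate plus 3 SD, cut at about 35% in these data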;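 further: 0% = DMSO alone and 100% = 100 µM mitoxantrone as full dye displacement; higher means more dye released from RNA so lower well fluorescence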
SMARCA2 act – increases SMARCA2 function in MMTV reporter cells | AID 652017 | hit rate 1% among 370,000 | MG213 cells, MMTV-luciferase reporter, dexamethasone, overnight | activation, % at 9.1 µM; in the data active means activation above about 7.8%;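 further: 0% = vehicle wells and 100% = reference activator wells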
GC-B act – GC-B (human) receptor activation; activation, % at 10 µM; AID 1920062; hit rate 0.11% among 370,000; P20594; HEK293-GC-B cells, CNP EC30, cGMP TR-FRET; 0% at EC30 CNP, 100% saturating CNP;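 active means activation at 10 µM reaching about 35% in either raw or pattern-adjusted values, limit read from the data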
PG9 Ab binder – small molecules binding HIV-1 gp120 antibody PG9; TR-FRET gp120-PG9 antibody binding; inhibition, % at 6.7 µM; hit rate 0.43% among 360,000; AID 624416; in the data active means inhibition above about 8.5%
ARFGAP1 inhibitor – inhibits rat ARF GTPase activating protein 1. Q62848. Arfgap1-stimulated ARF1 GTP hydrolysis, GDP FP detection. inhibition, % at 16.5 µM. hit rate 0.26% among 360,000;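 active means inhibition above a per-plate limit, mean inhibition of low control wells plus 3 SD, cut at about 25% in these data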;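 further: 0% = DMSO wells with enzyme and 100% = wells lacking Arfgap1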
Target sequence (Q62848 1-136 limits assumed): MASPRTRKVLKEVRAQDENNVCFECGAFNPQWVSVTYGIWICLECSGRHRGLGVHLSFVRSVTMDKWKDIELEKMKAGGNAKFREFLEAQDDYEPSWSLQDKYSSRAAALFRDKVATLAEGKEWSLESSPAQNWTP
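Replicates: Single well per compound | Assay system: Truncated rat Arfgap1 GAP domain | Control set: No-Arfgap1 wells (100%) versus DMSO full-reaction wells (0%) | Times: Enzyme reaction 120 min at 25 °C after 20 min preincubation | Reagent: Human ARF1(Δ1-17)-GTP substrate | Measured by: Tracer-displacement fluorescence polarization with EDTA stop, 620/688 nm | Measure: Percent inhibition of Arfgap1-stimulated GTP hydrolysis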
* = called active by the depositor; · = no result given.

cpd | SMILES | Rev-erbA mod | HTRA1 inh | mABHD4 FP | ASAP1 inh | GC-A act | rCAG binder | SMARCA2 act | GC-B act | PG9 Ab binder | ARFGAP1 inhibitor
1 | Cc1ccc(-c2nsc(SCC(=O)NCC3CCCO3)n2)cc1 (stereo unspecified) | -2 | -1 | -16 | 8 | 12 | -3 | -1 | -4 | -0.1 | -4
2 | Cc1ccc(NC(=O)C2CC(=O)N(c3ccc4c5c(cccc35)CC4)C2)cc1 (stereo unspecified) | 1 | -20 | -7 | 9 | 4 | 5 | -1 | 4 | 0.0 | 1
3 | CCOC(=O)c1cnn(-c2ccccc2)c1NC(=O)c1ccccc1 | 1 | -3 | 2 | -6 | 2 | 0 | -1 | 6 | -2.4 | 11
4 | COCCCNc1ncnc2c1cnn2-c1ccc(C)cc1C | 4 | 2 | 6 | 12 | -1 | -4 | -2 | -3 | 0.1 | 0
5 | CC1CCCN(S(=O)(=O)c2ccc([N+](=O)[O-])cc2)C1 (stereo unspecified) | 7 | 8 | 1 | -4 | -1 | -4 | 0 | 0 | 0.0 | 10
6 | CCOC(=S)SCC(=O)N1CCc2cc(OC)ccc2C1C1C(=O)CCCC1=O (stereo unspecified) | -1 | 4 | 8 | 0 | 3 | 1 | 2 | 7 | 2.0 | -2
7 | CCOC(=O)c1[nH]c(C)c(C(=O)NCc2ccc(OC)cc2)c1C | 1 | 2 | -2 | 5 | 2 | -1 | 0 | 9 | 1.5 | -3
8 | Cn1ncc([N+](=O)[O-])c1C(=O)Nc1ccc(-c2ccccc2)cc1 | 0 | 3 | 1 | 1 | 5 | 4 | -1 | 1 | 1.6 | 7
9 | CN=c1scc(C)n1/N=C/c1ccc(O)c(O)c1O | -16 | 39* | 41* | 8 | -7 | 22 | -5 | 0 | -25 | -6
10 | COc1ccc(NC(=S)NCc2ccc3c(c2)cc(C)n3C)cc1 | -7 | 13 | 15 | 5 | 17 | 22 | -3 | 0 | 1.3 | 20
11 | COc1cc2oc(=O)cc(-c3ccc(-c4ccc(CO)cc4)cc3)c2c(OC)c1OC | 30* | -6 | -4 | 11 | -2 | 2 | -5 | 0 | -0.3 | 4
12 | CC(=O)Nc1ccc(NC(=O)CSc2nnc(NC(=O)c3cccc(F)c3)s2)cc1 | 7 | -3 | -2 | -3 | -1 | 16 | 2 | 0 | 1.4 | -5
13 | CNC(=S)N(CCc1c(C)[nH]c2ccc(C)cc12)Cc1ccco1 | -2 | 6 | 4 | 8 | 9 | 14 | -4 | -6 | 1.5 | -4
14 | O=CN1CCN(C(=O)c2ccccc2Cl)CC1 | 0 | 5 | 5 | -12 | 1 | -1 | -4 | -1 | -0.3 | -9
15 | CCC(C)c1ccccc1N1CC(C(=O)Nc2ccc(C)c(S(=O)(=O)N3CCOCC3)c2)CC1=O (stereo unspecified) | 5 | 0 | -3 | 9 | 1 | -2 | 0 | -3 | -2.0 | 2
16 | COc1ccc(/C=N/n2c(=O)[nH]c3c([nH]c4ccc(Br)cc43)c2=O)cc1CN1CCOCC1 | 0 | 2 | 0 | 8 | 14 | 3 | -4 | 5 | -0.8 | 6
17 | COc1ccccc1-c1cc(C(=O)N2CCN(S(=O)(=O)c3ccc(C)cc3)CC2)[nH]n1 | -8 | 3 | 3 | 8 | 2 | 1 | -1 | 9 | -1.7 | 5
18 | Cc1oc(/N=C/c2ccc(O)cc2O)c(C#N)c1C | -2 | 5 | 6 | 1 | -3 | -14 | 0 | -7 | -0.9 | 0
19 | CCOc1ccc2[nH]c3c(N4CCN(c5ccccn5)CC4)ncnc3c2c1 | -1 | 2 | 9 | 11 | 11 | 6 | 2 | 9 | -1.2 | -5
20 | Cc1ccc(C(=O)/C=C/c2ccc3ncccc3c2)cc1 | 4 | -7 | -10 | 7 | 12 | 3 | 0 | 0 | -1.4 | 4
21 | O=C1CN2C(=N1)N(Cc1ccccc1)c1ccccc12 | 4 | -2 | 8 | 1 | 1 | -2 | -2 | 3 | 0.3 | 14
22 | Cc1cc(OCC(C)CN2CCC(C(O)(c3ccccc3)c3ccccc3)CC2)ccc1Br (stereo unspecified) | 3 | · | 18 | · | -14 | 6 | -5 | -2 | · | ·
23 | CC(=O)NC(c1ccc(F)c(F)c1)c1nc(-c2cnn(C)c2)cs1 (stereo unspecified) | 3 | · | 1 | 18 | 2 | 0 | -1 | 2 | 0.4 | -18
24 | O=C(O)c1ccc(S(=O)(=O)c2ccc3c(c2)C(=O)N(c2ccc(Br)cc2)C3=O)cc1 | 7 | 4 | 4 | 6 | 5 | 2 | -2 | -4 | 0.1 | -4
25 | CO[C@H]1C=CO[C@@]2(C)Oc3c(C)c(O)c4c(O)c(c(C=NN5CCN(C)CC5)c(O)c4c3C2=O)NC(=O)C(C)=CC=C[C@H](C)[C@H](O)[C@@H](C)[C@@H](O)[C@@H](C)[C@H](OC(C)=O)[C@@H]1C | 2 | 34 | 33* | -1 | -4 | 78* | -4 | -2 | -10 | 14
26 | Cc1cc(=O)[nH]c(N/N=C/c2c(F)c(F)c(F)c(F)c2F)n1 | -5 | -3 | 9 | 1 | 1 | -2 | -2 | -4 | -1.3 | -9
27 | COC(=O)c1ccc(CSc2nncn2N)cc1 | -12 | -1 | -5 | 4 | -5 | -2 | 2 | 3 | -1.6 | 7
28 | Nc1c(Cl)cc(-c2csc(N3CCCC3c3nc4cc(Cl)c(Cl)cc4n3CCOCCO)n2)cc1Cl (stereo unspecified) | 6 | -11 | -11 | 2 | -5 | 6 | 2 | -3 | -1.9 | 13
29 | CCCCN(CCCC)CCCNC(=O)C12CN(Cc3ccccc3)CC1C(c1cccc([N+](=O)[O-])c1)=NO2 (stereo unspecified) | 0 | -7 | 11 | -8 | 1 | -5 | 1 | 1 | -2.4 | -6
30 | CCOC(=O)C1C(=O)NC(N2CCOCC2)=NC1c1ccco1 (stereo unspecified) | -2 | 2 | 0 | 2 | 0 | 1 | 2 | 2 | -1.1 | 16

Entries listed so far containing an aryl thioether with sulfur outside any ring, in the order listed:
cpd | SMILES | Rev-erbA mod | HTRA1 inh | mABHD4 FP | ASAP1 inh | GC-A act | rCAG binder | SMARCA2 act | GC-B act | PG9 Ab binder | ARFGAP1 inhibitor
1 | Cc1ccc(-c2nsc(SCC(=O)NCC3CCCO3)n2)cc1 (stereo unspecified) | -2 | -1 | -16 | 8 | 12 | -3 | -1 | -4 | -0.1 | -4
12 | CC(=O)Nc1ccc(NC(=O)CSc2nnc(NC(=O)c3cccc(F)c3)s2)cc1 | 7 | -3 | -2 | -3 | -1 | 16 | 2 | 0 | 1.4 | -5
27 | COC(=O)c1ccc(CSc2nncn2N)cc1 | -12 | -1 | -5 | 4 | -5 | -2 | 2 | 3 | -1.6 | 7

Excerpt, nos. 29 to 30
cpd | SMILES | Rev-erbA mod | HTRA1 inh | mABHD4 FP | ASAP1 inh | GC-A act | rCAG binder | SMARCA2 act | GC-B act | PG9 Ab binder | ARFGAP1 inhibitor
29 | CCCCN(CCCC)CCCNC(=O)C12CN(Cc3ccccc3)CC1C(c1cccc([N+](=O)[O-])c1)=NO2 (stereo unspecified) | 0 | -7 | 11 | -8 | 1 | -5 | 1 | 1 | -2.4 | -6
30 | CCOC(=O)C1C(=O)NC(N2CCOCC2)=NC1c1ccco1 (stereo unspecified) | -2 | 2 | 0 | 2 | 0 | 1 | 2 | 2 | -1.1 | 16

(list continues)
cpd | SMILES | Rev-erbA mod | HTRA1 inh | mABHD4 FP | ASAP1 inh | GC-A act | rCAG binder | SMARCA2 act | GC-B act | PG9 Ab binder | ARFGAP1 inhibitor
31 | N/C(=N\OC(=O)Cc1ccccc1)c1cccc(Br)c1 | -2 | -7 | 1 | 7 | 8 | -1 | 0 | 4 | 0.7 | 1
32 | COc1ccccc1N1C(N)=NC(N)=NC12CCCCC2 | 0 | -3 | -1 | 12 | 3 | 1 | 1 | 2 | -1.2 | -2
33 | Cc1nc2ccccc2c(=O)n1/N=C/c1cccs1 | 5 | -4 | 0 | -13 | 3 | 1 | -1 | -3 | -1.4 | 9
34 | Cc1sc2ncn(CC(=O)NCc3ccco3)c(=O)c2c1-c1ccc(F)cc1 | -2 | -7 | 4 | 7 | 0 | 15 | 0 | 7 | -2.6 | 0
35 | Cc1ccc(S(=O)(=O)n2ccc(-c3c(-c4ccc(F)cc4)noc3C)n2)cc1 | 1 | · | -6 | · | -18 | 0 | -3 | -11 | · | ·
36 | CCOC(=O)Nc1ccc2c(c1)N(C(=O)CCN1CCN(CCO)CC1)c1ccccc1CC2 | 7 | 7 | -3 | 1 | 3 | -6 | -1 | 2 | -1.5 | 4
37 | COc1ccc(C(=O)N/N=C(\C)CC(=O)Nc2ccc(Cl)cn2)cc1 | -8 | -10 | 3 | -2 | 4 | -1 | 1 | 3 | -0.1 | 14
38 | Cc1ccc(S(=O)(=O)NCCC(=O)NCC(c2cccs2)N(C)C)cc1C (stereo unspecified) | 3 | 6 | -3 | 1 | -1 | -1 | 0 | 0 | -0.4 | 6
39 | CC(C)CS(=O)(=O)C1=NN2C(=N)/C(=C\c3ccc(OC(=O)c4ccco4)cc3)C(=O)N=C2S1 | -5 | 3 | -15 | 4 | 0 | 81* | -1 | -1 | -0.7 | 9
40 | CCOC(=O)C1=C(C)N(CCCC(=O)O)C(=O)NC1c1ccccc1OC(=O)c1cccs1 (stereo unspecified) | -1 | · | 0 | -7 | 2 | 0 | 3 | -2 | -0.3 | 3
41 | CC(C)(C)n1nnnc1CN1CCN(C(c2ccccc2)c2ccccc2)CC1 | -2 | -8 | 5 | -2 | 0 | -8 | -2 | 2 | 1.3 | -7
42 | O=C(c1[nH]c(C(F)(F)F)nc1-c1ccccc1)N1CCCCC1 | 2 | · | 1 | 6 | -1 | 5 | 1 | 4 | 1.1 | 10
43 | CC(C)(C)S(=O)N1Cc2cc(C(=O)N[C@@H]3CCN(Cc4ccccc4)C3)nc(-c3cccc(-c4cc5ccccc5o4)c3)c2[C@@H]1CCO (stereo partly specified) | -6 | · | -2 | 4 | 3 | 13 | 1 | 3 | -1.1 | 7
44 | CC(=O)c1ccc(N(CC(=O)NC2CCS(=O)(=O)C2)S(=O)(=O)c2ccc(Cl)cc2)cc1 (stereo unspecified) | 12 | 0 | 2 | 7 | -3 | 1 | 5 | -15 | 1.3 | 4
45 | COc1ccc2nc(NC(=O)c3ccc(-n4nc(C)cc4C)cc3)sc2c1 | 17 | -2 | -4 | -5 | 9 | 8 | -1 | 1 | 4.4 | 8
46 | O=C(NNC(=O)c1cc2ccccc2oc1=O)c1ccccc1 | 6 | 2 | -15 | -3 | -3 | -3 | 0 | 0 | -1.6 | 25
47 | COc1ccc(NC(=O)NN2CCN(C)CC2)cc1OC | -11 | 4 | 3 | -3 | 2 | 1 | 2 | 3 | -1.0 | 2
48 | Cc1ccc2c(c1)Oc1ccc([N+](=O)[O-])cc1C(=O)N2 | 0 | 2 | 5 | 15 | 0 | 7 | -1 | -6 | -2.3 | 4
49 | COc1cc(NC(=O)CSc2nnc(Cn3nnc4ccccc43)n2C)cc(OC)c1 | 2 | 1 | -1 | -4 | -5 | -4 | -1 | 6 | -0.6 | -3
50 | COc1ccc(Cl)cc1NC(=O)CSc1nnc(CNC(=O)c2ccco2)o1 | -2 | 8 | 1 | -10 | -1 | 2 | 0 | 1 | -1.8 | 6
51 | COc1ccccc1CNC(=O)c1ccccc1C(=O)NC(C)(C)C(=O)NCc1ccccc1OC | -4 | 2 | -2 | 3 | 3 | -6 | -3 | 1 | 0.7 | 12
